# Source: PubChem (National Center for Advancing Translational Sciences (NCATS))
# TDP1 cell noCPT: qHTS for Inhibitors of human tyrosyl-DNA phosphodiesterase 1 (TDP1): qHTS in cells in absence of CPT. DT40 Tdp1-/- hTDP1 cells, no CPT, ATP luminescence, 48 h. AID 686978, 2013. Potency, µM (top dose mostly 46.2 µM), for the others: at the highest dose activity change, negative = growth inhibition, hits mostly inhibitors. 420,000 compounds, 15% hits; note: nearly all actives have a fitted effect of over 55% in size
#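 Chicken DT40 Tdp1-/- cells complemented with human TDP1, screened without camptothecin (DMSO vehicle only), 400 cells/well. Compounds pin-transferred, cells incubated at 37 °C for at least 48 hr. Growth read as ATP-dependent luminescence (CellTiter-Glo, 30 min at RT).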
# DT40 TDP1 CPT: growth inhibition of DT40 Tdp1-/-;hTDP1 cells with camptothecin (screen for TDP1 inhibitors); AID 686979; 420,000 compounds, 12% hits; chicken DT40 Tdp1-/-;hTDP1 cells + 20 nM CPT, ATP luminescence, 48 h; Potency, µM (titrated, usually from 46.2 µM), for inactives: at the highest dose activity change, negative = growth inhibition, usual class: inhibitors; note: nearly all actives have a fitted effect of over 55% in size
#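 Chicken DT40 Tdp1-/- cells complemented with human TDP1, 400 cells/well, exposed to compounds plus 20 nM camptothecin for at least 48 h at 37 C; viability read as ATP content by CellTiter-Glo luminescence.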
# GCN5L2 inh: GCN5L2 (KAT2A) acetyltransferase inhibition; Q92830; GCN5L2 HAT assay, ThioGlo1 CoA-SH fluorescence; Potency, µM (top dose mostly 58.9 µM), for the others: at the top dose activity change, negative = inhibition, most hits filed as inhibitors; 390,000 compounds, 0.21% hits; AID 504327
# Target sequence (Q92830 whole entry, looked up): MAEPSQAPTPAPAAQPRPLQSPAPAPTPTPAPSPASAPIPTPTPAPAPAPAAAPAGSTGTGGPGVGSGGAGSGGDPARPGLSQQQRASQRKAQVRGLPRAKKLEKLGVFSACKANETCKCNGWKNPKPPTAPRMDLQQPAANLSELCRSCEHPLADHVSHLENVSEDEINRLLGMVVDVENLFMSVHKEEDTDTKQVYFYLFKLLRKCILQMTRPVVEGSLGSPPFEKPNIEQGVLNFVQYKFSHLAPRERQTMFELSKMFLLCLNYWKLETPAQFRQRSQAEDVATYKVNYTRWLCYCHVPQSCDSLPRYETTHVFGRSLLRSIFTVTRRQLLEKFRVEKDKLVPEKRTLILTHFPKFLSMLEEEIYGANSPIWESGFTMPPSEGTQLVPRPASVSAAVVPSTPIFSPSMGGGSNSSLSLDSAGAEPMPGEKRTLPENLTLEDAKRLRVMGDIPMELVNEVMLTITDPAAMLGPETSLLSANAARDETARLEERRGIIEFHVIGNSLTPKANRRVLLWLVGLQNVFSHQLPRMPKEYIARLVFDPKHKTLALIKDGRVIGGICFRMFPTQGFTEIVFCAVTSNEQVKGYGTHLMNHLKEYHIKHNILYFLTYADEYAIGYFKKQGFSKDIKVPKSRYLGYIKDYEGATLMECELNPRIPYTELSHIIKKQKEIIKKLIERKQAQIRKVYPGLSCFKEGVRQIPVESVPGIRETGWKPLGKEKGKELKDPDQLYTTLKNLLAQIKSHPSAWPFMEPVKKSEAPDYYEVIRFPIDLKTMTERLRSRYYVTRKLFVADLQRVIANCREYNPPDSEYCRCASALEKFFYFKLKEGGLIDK
#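 Enzyme at 20nM final was mixed with library compounds for 15 min at room temperature. Peptide H3(1-25) at 75uM, acetyl-CoA at 70uM and ThioGlo1 at 50uM were then added. Plates were read immediately and after 20 min (Ex340nm/Em540nm).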
# Numbers without * were called inactive; ? = inconclusive; · = no result given; & = joins results of further samples; [ ] = remark or other dose. Calls come from the whole dose curve; as a rule, active = well fitted curve in the direction sought with a large enough effect; inconclusive = small, poorly fitted or top-dose-only effect, or another doubt; inactive = no such curve, though single readings can be large; an effect the other way counts as inactive or inconclusive. % is set by controls: 0 for no effect and ±100 for the full control effect; potency is the fitted concentration of half-maximal effect. These rows are one share of the data (hit frequency here may not be typical).
SMILES,TDP1 cell noCPT,DT40 TDP1 CPT,GCN5L2 inh
CC(=O)c1ccc(NC(=O)CCCN2C(=O)/C(=C/C(C)=C/c3ccccc3)SC2=S)cc1,23µM*,?,-5%
NC(=O)c1ccc(NS(=O)(=O)c2ccc(Br)s2)cc1,2%,-6%,-4%
CCN1CCc2nc(NC(=O)c3ccc4c(c3)OCCO4)sc2C1,-19%,-19%,0%
CC(C)(CNC(=O)c1ccc([N+](=O)[O-])c(Cl)c1)CNC(=O)c1ccc([N+](=O)[O-])c(Cl)c1,21µM*,18µM*,-8%
Cc1nn2c(NCCN(C)C)c3c(nc2c1-c1ccccc1)CCCC3,1µM*,0.58µM*,-3%
Cc1cc(C)n2nc(SCc3ncc(-c4ccccc4)o3)nc2n1,?,?,4%
O=C(NNC(=S)NC(=O)c1ccc(Br)cc1)c1cccc([N+](=O)[O-])c1,16µM*,18µM*,-1%
O=C(NC1CCCCC1)N1CCCCCC1,2%,2%,-4%
CCCOc1ccc(N2C(=O)CC(N3CCN(CCN=CC4C(=O)CC(C)(C)CC4=O)CC3)C2=O)cc1 (centres undefined),15%,6%,-6%
CS(=O)(=O)N(CC(=O)N/N=C/c1cccs1)c1cccc(Cl)c1Cl,-24%,-12%,-5%
COc1cc(Cl)c(C)cc1NC(=O)[C@@H]1CCCN1C(=O)c1cccs1,-4%,?,-10%
Cc1ccnc(N/C=C(/NC(=O)c2ccccc2)C(=O)N/N=C\c2ccc(Cl)cc2)n1,?,?,-4%
CCOc1ccc(-n2c(SCC(N)=O)nc3sc4c(c3c2=O)CCN(C)C4)cc1,-8%,-3%,-1%
Cn1cccc1Cc1nnc(SCC(=O)NC2CCCC2)n1-c1ccc(F)cc1,-17%,?,1%
CC(C)[C@H](NC(=O)OC(C)(C)C)c1cc(C(=O)NC2CC2)c(N)s1,4%,-19%,·
Cc1noc(C)c1S(=O)(=O)N(C)C[C@H]1OCCCC[C@@H](C)Oc2ccc(NC(=O)CCCN(C)C)cc2C(=O)N([C@H](C)CO)C[C@@H]1C,-16%,-19%,·
CCSc1c(-c2ccccc2)nc2c(C)cccc2c1C(=O)O,2%,4%,0%
CSc1cccc(NC(=O)N2CCN(C)CC2)c1,-9%,-15%,31%[activator]
CCOc1ccc(S(=O)(=O)Nc2cccc(C(=O)NCCCN3CCCC3=O)c2)cc1,-26%,-28%,-7%
COc1cc2ncc(S(=O)(=O)c3ccccc3)c(N3CCCC(C)C3)c2cc1OC (centres undefined),12µM*,?,?
CCN(CC)C(=O)C(=O)c1cn(CC(=O)NCC2CCCO2)c2ccccc12 (centres undefined),3%,10%,-21%
C/C(=N\NC(=O)C1CC1)c1ccc(C)c(C)c1,3%,6%,-1%
COc1ccc(-c2cc(C(F)(F)F)nc(NCc3ccco3)n2)cc1OC,-27%,5%,22µM*
COc1ccc(Br)cc1CNC(=O)C1CCC(=O)N1C(C)C (centres undefined),-24%,3%,·
CCOc1ccc(-c2nnc(SCC(=O)N3CCOCC3)o2)cc1,-2%,-2%,0%
O=C(O)CSc1nc2ccc(Br)cc2[nH]1,13%,17%,·
Cc1cnc(C(=O)OC(C)C(=O)c2c(C)[nH]c3ccccc23)cn1 (centres undefined),-9%,-15%,-4%
COc1ccc(OC)c(/C=C/C(=O)OCC(=O)Nc2ccc(Cl)c(S(=O)(=O)N(C)C)c2)c1,-29%,0%,-5%
COc1cc(CN2CCN(Cc3ccc(C)cc3)CC2)c([N+](=O)[O-])cc1OC,?,?,0%
COCCCN1C(=O)c2ccc(C(=O)OCC(=O)N3CCN(c4ccccc4)CC3)cc2C1=O,-10%,3%,1%

# Copied from above (7 entries):
SMILES,TDP1 cell noCPT,DT40 TDP1 CPT,GCN5L2 inh
CCOc1ccc(S(=O)(=O)Nc2cccc(C(=O)NCCCN3CCCC3=O)c2)cc1,-26%,-28%,-7%
COc1cc2ncc(S(=O)(=O)c3ccccc3)c(N3CCCC(C)C3)c2cc1OC (centres undefined),12µM*,?,?
CCN(CC)C(=O)C(=O)c1cn(CC(=O)NCC2CCCO2)c2ccccc12 (centres undefined),3%,10%,-21%
C/C(=N\NC(=O)C1CC1)c1ccc(C)c(C)c1,3%,6%,-1%
COc1ccc(-c2cc(C(F)(F)F)nc(NCc3ccco3)n2)cc1OC,-27%,5%,22µM*
COc1ccc(Br)cc1CNC(=O)C1CCC(=O)N1C(C)C (centres undefined),-24%,3%,·
CCOc1ccc(-c2nnc(SCC(=O)N3CCOCC3)o2)cc1,-2%,-2%,0%

# Next records follow.
SMILES,TDP1 cell noCPT,DT40 TDP1 CPT,GCN5L2 inh
CCCC(=O)N1CCCC(c2cc(C(=O)Nc3ccc4c(c3)OCO4)no2)C1 (centres undefined),5%,-29%,·
CC1(C)CC2CC(C)(CN2C(=S)NC(=O)c2ccccc2Cl)C1 (centres undefined),18µM*,?,-3%
C[C@H](CO)N1C[C@H](C)[C@@H](CN(C)S(=O)(=O)c2ccccc2)Oc2ccc(NC(=O)Nc3ccc(C(F)(F)F)cc3)cc2C1=O,?,21µM*,-7%
COc1ccc(OC)c(NC(=O)COC(=O)c2cc3c(s2)CCC3)c1,3%,-29%,-3%
O=C(OC(C(=O)NC1CCCC1)c1ccccn1)c1cccs1 (centres undefined),7%,2%,?
COc1ccc(N2C(N)=C(C#N)C(c3ccsc3)C3=C2CCCC3=O)c(OC)c1 (centres undefined),1%,4%,-1%
COC(=O)CN(C)C(=O)c1ccc(OC)c(OC2CCN(C(C)C)CC2)c1,0%,-27%,4%
CCc1ccccc1N(CC(=O)NC(C)c1ccccc1)S(C)(=O)=O (centres undefined),3%,9%,-13%
O=C(Cn1nnc(N2CCCCC2)n1)c1ccc(Cl)c(Cl)c1,-11%,-16%,-9%
COc1cc(OC)cc(C(=O)Nc2ccccc2N2CCOCC2)c1,?,?,-1%
COc1cccc(CN2CCN(Cc3cc4ccccc4o3)CC2CCO)c1 (centres undefined),?,-14%,0%
CCC(C)(C)n1nnnc1CN(Cc1ccc(Cl)cc1)Cc1ccco1,?,?,-7%
O=C(c1ccsc1)N1CCCC(N2CCOCC2)C1 (centres undefined),1%,26%,-3%
O=C(CSc1nc(-c2ccccc2)nc2c1CCCC2)c1ccc(F)cc1,-25%,3%,-5%
O=C(c1ccccc1)C(c1ccccc1)c1ccccc1,-25%,3%,-9%
S=c1nc(-c2ccccc2)oc2c1CCCC2,26µM*,?,-12%
c1ccc(-c2nnc3n2NC(c2ccc4c(c2)OCO4)S3)cc1 (centres undefined),-7%,-18%,-2%
CCN(CC)S(=O)(=O)c1cc(C(=O)NC2=NCCS2)ccc1Cl,-10%,-13%,2%
Nc1nnc(SCC(=O)NNC(=O)c2ccccc2F)s1,-16%,1%,-1%
O=C1CN(C(=O)COC(=O)c2ccccc2O)c2ccccc2N1,-9%,3%,-1%
CCCCC(CC)C(=O)NCCCN1CCN(CCCNC(=O)C(CC)CCCC)CC1 (centres undefined),-26%,-7%,-6%
N/C(=N\OC(=O)c1ccc(Cl)c(Cl)c1)c1cccnc1,-5%,-13%,-4%
CC1Cc2ccccc2N1C(=O)CSc1nnnn1C1CCCC1 (centres undefined),?,-15%,?
Cc1ccc(NC(=O)CNC(=O)c2ccc(C)s2)nc1,19%,5%,-5%
CC1(C)C2CCC1(C)C(OC(=O)CSc1nc(N)cc(=O)[nH]1)C2 (centres undefined),-7%,-17%,-5%
COc1cc2c(cc1OC)[C@H](C)N(C(=O)CSc1nc(O)c(C(C)C)c(=O)[nH]1)CC2,2%,23%,-6%
CCOc1ccc(-c2nc3c(c(CC)nn3-c3ccccc3)c3cc(OC)c(OC)cc23)cc1,-5%,-19%,0%
C=CCc1cccc2cc(C(=O)Nc3ccc(F)cc3)c(=O)oc12,4%&-22%,2%&-28%,-1%&-1%
O=C(CCn1c(=O)[nH]c2ccsc2c1=O)Nc1ccc(F)c(F)c1,-12%,-1%,-7%
Cc1cc(C(=O)OCC(=O)Nc2ccccc2Cl)c(C)o1,-1%,-13%,-2%
O=C(Nc1nc2ccccc2s1)c1ccc(Cl)s1,?,-9%,-6%
CN1Cc2c(N3CCOCC3)nc3sc(C(=O)c4ccccc4)c(N)c3c2CC1(C)C,?,16µM*,-6%
CCOc1cc(/C=N/NC(=O)c2nn(C)cc2Br)ccc1OCc1ccccc1Cl,16µM*,21µM*,-11%
COC(=O)c1ccc(CNC(=O)Cn2cnc3c(SC)nc(N)nc32)cc1,?,23µM*,0%
CCCc1ccc(C(O)c2ncc(-c3cccc(OC)c3)[nH]2)cc1 (centres undefined),21µM*,16µM*,·
CC(=O)N1CCc2cc(S(=O)(=O)Nc3ccccc3N3CCN(C)CC3)ccc21,?,?,1%
COc1ccc(C(=O)NC2CCN(S(=O)(=O)c3ccccc3)CC2)cc1,-24%,?,3%
CCOC(=O)c1oc2ccccc2c1NC(=O)c1cccs1,2%,-16%,-2%
COc1cc(C(F)(F)F)c(C(=O)N(C)Cc2ccc(Cl)c(Cl)c2)cn1,?,?,0%
Cc1cccc(N2CCN(S(=O)(=O)c3cc(C(=O)Nc4ccc(Oc5ccccc5)cc4)ccc3F)CC2C)c1 (centres undefined),2.9µM*,2.1µM*,-7%
CN(C)c1ccc(-c2nc3cnccn3c2Nc2cccc(C(F)(F)F)c2)cc1,?,26µM*,-8%
COc1cccc(CNC(=O)CN2C(=O)CC(c3ccccc3)=Nc3ccccc32)c1,1%,-26%,0%
CCCCC(CC)CN1CN(CC(CC)CCCC)CC(C)(N)C1 (centres undefined),0.23µM*,0.16µM*,4%
CC(CSc1nc2ccccc2s1)Cn1c(N2CCCC2)nc2c1c(=O)[nH]c(=O)n2C (centres undefined),16µM*,?,-2%
O=C(CCn1c(=S)oc2ccccc21)Nc1ccc2c(c1)OCCO2,?,-8%,0%
O=C(Cn1cccc1C(=O)c1ccccc1)NCc1ccccn1,1%,4%,?
COc1ccccc1CNC(=O)c1cnc2sc(N3CCCCCC3)nn2c1=O,21µM*,16µM*,-2%
Cc1ccc(CNC(=O)C2CCCN2S(=O)(=O)c2ccc(F)cc2)cc1 (centres undefined),-20%,-20%,-2%
Cc1sc2nc(CSCC(=O)N3CC(C)OC(C)C3)[nH]c(=O)c2c1C (centres undefined),-17%,-20%,2%
C[C@@H]1CN([C@@H](C)CO)C(=O)CCCn2cc(nn2)CO[C@H]1CN(C)S(=O)(=O)c1cccc(F)c1,-10%,-2%,·
Cn1c(SCc2c(F)cccc2Cl)nnc1-c1cnccn1,-19%,1%,-3%
O=C(NCc1ccccc1)C(CCc1ccccc1)n1c(=O)c(-c2ccccc2)nc2ccccc21 (centres undefined),2.3µM*,-76%,·
CCOc1cccc(-c2cc(NCCc3ccccn3)n3nccc3n2)c1,?,?,·
O=C(CCn1c(=O)oc2ccccc21)N(Cc1ccccc1)c1ccccn1,-9%,-24%,·
CCOC(=O)c1c(NC(=O)COC(=O)c2nccnc2N)sc(C(=O)N(C)C)c1C,?,-17%,-8%
Cc1ccc2nc(SCC(=O)Nc3ccc(Br)cc3)nc(=O)n2c1,-29%,?,-6%
Cc1ccccc1Cn1c(Cc2ccccc2)nc2ccccc21,18µM*,?,-26%
O=C(c1cc2nc(-c3ccccc3)cc(-c3ccccc3)n2n1)N1CCN(C(=O)c2ccco2)CC1,15µM*,23µM*,?
Cc1ccc(-c2csc(NC(=O)C3=NN(c4ccccc4)C(=O)CC3)n2)cc1,?,?,-9%
COc1cc2c(cc1OC)C(C)N(C(=O)c1cc3c(=O)oc4ccc(C)cc4c3s1)CC2 (centres undefined),15µM*,13µM*,-1%
# (listing goes on)
SMILES,TDP1 cell noCPT,DT40 TDP1 CPT,GCN5L2 inh
CC(=O)N1CCN(C(=S)Nc2cc(S(=O)(=O)N3CCOCC3)ccc2Cl)CC1,-4%,-1%,-1%
CCn1cc(C(=O)N[C@@H](CCSC)C(=O)NCCO)c(=O)c2cc3c(cc21)OCO3,-1%,-3%,2%
COc1ccc(N2CC(C(=O)N3CCCC(C)C3)CC2=O)cc1 (centres undefined),-1%,-21%,-21%
CCOc1cc(S(=O)(=O)N2CCCCCC2)ccc1F,-16%,-21%,-4%[0.501 µM]
CC12CCC(=O)N1C(C(=O)NCc1ccc(Cl)cc1Cl)CS2 (centres undefined),-29%,-15%,3%

# Sorted by SMILES length (falling): some entries from above
SMILES,TDP1 cell noCPT,DT40 TDP1 CPT,GCN5L2 inh
CCn1cc(C(=O)N[C@@H](CCSC)C(=O)NCCO)c(=O)c2cc3c(cc21)OCO3,-1%,-3%,2%
CC(=O)N1CCN(C(=S)Nc2cc(S(=O)(=O)N3CCOCC3)ccc2Cl)CC1,-4%,-1%,-1%
COc1ccc(N2CC(C(=O)N3CCCC(C)C3)CC2=O)cc1 (centres undefined),-1%,-21%,-21%
